PhoP inhibition: inhibitors of PhoP regulon expression, primary screen, Salmonella Typhimurium, GFP reporter (AID 1863) | S. Typhimurium PhoP-regulated promoter GFP reporter, 4 h; higher % means a stronger effect | inhibition, % at 50 µM; hits with a dose series show IC50 in µM | 300,000 compounds, 0.16% hits;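 active means inhibition over 29.93%, a cutoff 3 SD above the screen mean, later confirmed by dose response; inconclusive means inhibition over 29.93% but no dose response follow-up; inactive means inhibition at most 29.93% or unconfirmed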;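 further: 0% = low Mg2+ inducing control and 100% = high Mg2+ repressing control; strong numbers were not always called active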
NTR1 ag: agonists of NTR1, primary screen, imaging, U2OS cells, beta-arrestin-GFP, high content (AID 493036); NTR1-U2OS beta-arrestin-GFP spot imaging, agonist mode; activation, % at 20 µM; 330,000 compounds, 0.17% hits;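 active means activation at or above 40% of the spot to cytoplasm intensity ratio, with at least 20 cells analyzed; inconclusive means wells under 20 cells, flagged as cytotoxic or low count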;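 further: 0% = DMSO without peptide and 100% = 100 nM NTR1 peptide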
Target sequence (P30989 whole entry, looked up): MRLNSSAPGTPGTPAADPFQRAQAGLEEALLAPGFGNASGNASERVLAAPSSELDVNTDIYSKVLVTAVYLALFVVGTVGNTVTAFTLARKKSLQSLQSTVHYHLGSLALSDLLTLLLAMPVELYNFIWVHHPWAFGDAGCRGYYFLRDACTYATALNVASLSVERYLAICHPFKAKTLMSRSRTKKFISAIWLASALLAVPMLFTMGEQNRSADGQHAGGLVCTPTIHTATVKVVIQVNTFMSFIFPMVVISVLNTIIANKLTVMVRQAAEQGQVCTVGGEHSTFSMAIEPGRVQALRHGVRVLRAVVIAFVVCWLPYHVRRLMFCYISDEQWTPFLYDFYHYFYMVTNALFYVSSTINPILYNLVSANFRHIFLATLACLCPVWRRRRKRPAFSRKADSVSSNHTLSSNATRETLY
UTI89 phage lysis: inhibition of K1F phage lysis, E. coli UTI89, bacterial capsule biogenesis inhibitors, alamar blue (AID 488966). E. coli UTI89 K1F phage lysis, alamar blue, 2 h; higher % means a stronger effect. inhibition, % at 100 µM, or IC50 in µM where a hit was titrated. 340,000 compounds, 0.02% hits;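 active means phage lysis inhibition, versus mean bacterial control, above a set limit; inconclusive means no clear call, values can overlap the other calls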;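 further: capsule biogenesis inhibitors block K1F phage lysis so surviving cells raise fluorescence; higher fluorescence means more inhibition of phage lysis; actives were called in the ten point dose series up to 300 µM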
RSV CPE inhibition: RSV antiviral activity via CPE protection, HEp-2 cells, primary 10 µM value included (AID 2391); HEp-2 cells, RSV-induced CPE inhibition; higher % means a stronger effect; CPE inhibition, % at 10 µM; hits with a dose series show IC50 in µM; 310,000 compounds, 0.13% hits; in the data active means a potency from the dose series; inconclusive means CPE inhibition mostly from about 23% at the one dose, without a potency; inactive means the rest, 99 in 100 with CPE inhibition below about 21%; further: strong numbers were not always called active
Myeloid diff 2: induction of myeloid progenitor differentiation, primary screen, cell-based, flow cytometry, MLPCN library. ER-HoxA9 myeloid progenitors, lysozyme-GFP differentiation. calls only at 10 µM. 360,000 compounds, 1% hits;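 active means normalized GFP-positive differentiation at or above the plate's own cutoff, the solvent-only control mean plus 3 SD; inconclusive means no clear call, values can overlap the other calls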;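 further: cells exposed to compound for four days before flow analysis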
SV40 large T antigen: SV40 large T antigen inhibitors, biochemical (AID 1903). SV40 large T antigen ATPase/helicase inhibition assay; higher % means a stronger effect. inhibition, % at 20 µM, or IC50 in µM where a hit was titrated. 310,000 compounds, 0.39% hits; in the data active means a potency from the dose series; inconclusive means inhibition mostly from about 32% at the one dose, without a potency; inactive means the rest, 99 in 100 with inhibition below about 32%; further: strong numbers were not always called active
MgcRacGAP inhibition: MgcRacGAP GTPase-activating activity inhibitors, confirmation, biochemical, ADP Hunter fluorescence. 340,000 compounds, 0.6% hits. AID 624330, 2012. MgcRacGAP-stimulated Rac1 GTP hydrolysis, ADP Hunter fluorescence; higher % means a stronger effect; GST-tagged Rac1 F28L mutant substrate. one-dose inhibition, % at 30 µM; IC50 in µM for titrated hits. Rac GTPase-activating protein 1 (Homo sapiens);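 active means first-screen hits whose inhibition reached a set limit at any dose in the follow-up dose series; inconclusive means inhibition above the set first-screen limit but never retested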;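 further: fluorescence reports GDP produced by GAP-driven GTP hydrolysis; strong numbers were not always called active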
TNAP activation fold: human TNAP enzyme activators, primary screen, biochemical, luminescent, no phosphate acceptor, uHTS (AID 1001) | Alkaline phosphatase, tissue-nonspecific isozyme (Homo sapiens) | purified TNAP, luminescent activation assay, no phosphate acceptor; higher activation fold means a stronger effect | 200,000 compounds, 0.03% hits | one-dose activation fold at 20 µM; EC50 in µM for titrated hits; in the data active means activation fold from about 3, or a potency from the dose series; inactive means the rest, 99 in 100 with activation fold below about 1.6; further: many of its hits are not listed in these tables
T cell HTS: modulators of CD8 T cell-vesicle binding, primary screen, mouse 2C CD8+ T cells, flow cytometry; 2C CD8+ T cell-vesicle binding; hits give low values; calls only at 7 µM; 330,000 compounds, 0.068% hits; AID 2052, 2009;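 active means response, share of CD8 T cells binding vesicles, and their 90th percentile fluorescence all below set limits, cut at about 80% in these data, passing the limit was not always enough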
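Material: murine 2C transgenic CD8+ T lymphocytes / Also added: QL9-peptide-loaded Drosophila micro-vesicles bearing Ld, ICAM-1 and B7-1 / Schedule: binding step 1.5 h, 37 °C, antibody labelling 20 min, ice / Signal: flow cytometry, PE anti-B7-1 (FL2) versus Alexa647 anti-CD8 (FL8), PFA-fixed / Evaluation: percent CD8+ FL2 mean versus row control / Benchmarks: naked versus QL9-loaded vesicles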
T cell HTS vesicle-bound %: second read-out of T cell HTS, no call of its own (marks repeat the call); double positive events, %; measured here: CD8+ vesicle-bound cell fraction;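 binding gate set so that unloaded-vesicle control wells show 10% double positive cells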
NTR1 ag cell count 20 µM: further read-out of NTR1 ag, marked with its call; cell count; measured here: cell count, cytotoxicity flag
Myeloid diff 2 GFP+ MAC1+ %: also measured in Myeloid diff 2; calls as there; GFP+ MAC1+ double positive, %; measured here: differentiation confirmed by MAC1 staining
* hit, by the source's call; i = inactive; u = inconclusive; x = not tested or not shown; [ ] = dose if it differs, or a comment. The order is random; 2.3% or so of the library scored in one or more.

SMILES | PhoP inhibition | NTR1 ag | NTR1 ag cell count 20 µM | UTI89 phage lysis | RSV CPE inhibition | Myeloid diff 2 | Myeloid diff 2 GFP+ MAC1+ % | SV40 large T antigen | MgcRacGAP inhibition | TNAP activation fold | T cell HTS | T cell HTS vesicle-bound %
CN1CCN(C(=O)Nc2cccc3ccccc23)CC1 | 0% | -0.7 | 74 | -3.5% | -0.9% | i | 1.1 | 13% | 1% | 1.1 | i | 35
O=C(Nc1nc(-c2ccccn2)cs1)c1ccc(Cl)s1 | 69µM* | 4.4 | 57 | 8.1% | -2.1% | u | x | 4% | 6% | 1.1 | i | 33
Cc1nn(-c2ccccc2)c(Cl)c1C(=O)OCC(=O)NCCc1ccccc1 | 10% | 0.8 | 48 | 0.0% | 1.6% | i | 0.5 | 0% | 5% | x | i | 14
Cc1ccccc1NC(=O)c1ccc(F)c(S(=O)(=O)NCC2CCCO2)c1 (stereo not given) | 2% | 0.0 | 61 | 0.2% | 6.0% | i | 2.3 | 6% | 4% | x | i | 21
COc1ccc(C)cc1S(=O)(=O)N1CCC(C(=O)NC2CCCC2)CC1 | -6% | 0.7 | 58 | 1.0%[50 µM] | 0.6% | x | x | 26% | 3% | x | i | 10
CCOc1ccc(CNC(=O)CCS(=O)(=O)Cc2ccccc2C)cc1OC | 19% | 0.4 | 66 | 0.1% | 1.3% | i | 0.3 | -19% | 2% | 1.1 | i | 40
CCC(CC)C(=O)Nc1cc(C(=O)NCCc2ccccc2)ccc1Cl | -3% | -1.4 | 59 | -0.9% | -0.9% | i | 5.1 | 1% | -1% | 1.1 | i | 5
Cc1ccc2nc(-c3ccccc3)cn2c1 | 12% | -1.5 | 47 | 2.9% | 0.0% | i | 0.4 | 16% | 17% | 1.2 | i | 18
COc1ccc(Cn2c(-c3ccc(Cl)cc3)c[n+]3ccccc23)cc1 | 21% | -1.0 | 102 | 0.3% | 1.8% | i | 0.5 | 6% | 12% | 1 | i | 53
COC(=O)c1ccc(NC(=O)c2ccc(C)cc2)o1 | 10% | 0.8 | 53 | 0.1% | 1.6% | i | 0.3 | 1% | 8% | 1 | i | 47

The closing 3 records of the section above come first, to join the parts:
SMILES | PhoP inhibition | NTR1 ag | NTR1 ag cell count 20 µM | UTI89 phage lysis | RSV CPE inhibition | Myeloid diff 2 | Myeloid diff 2 GFP+ MAC1+ % | SV40 large T antigen | MgcRacGAP inhibition | TNAP activation fold | T cell HTS | T cell HTS vesicle-bound %
Cc1ccc2nc(-c3ccccc3)cn2c1 | 12% | -1.5 | 47 | 2.9% | 0.0% | i | 0.4 | 16% | 17% | 1.2 | i | 18
COc1ccc(Cn2c(-c3ccc(Cl)cc3)c[n+]3ccccc23)cc1 | 21% | -1.0 | 102 | 0.3% | 1.8% | i | 0.5 | 6% | 12% | 1 | i | 53
COC(=O)c1ccc(NC(=O)c2ccc(C)cc2)o1 | 10% | 0.8 | 53 | 0.1% | 1.6% | i | 0.3 | 1% | 8% | 1 | i | 47
CCN(CC(=O)NC1CCS(=O)(=O)C1)S(=O)(=O)c1ccc(C)cc1C (stereo not given) | 6% | -0.5 | 50 | 3.6% | 2.3% | i | 0.6 | 13% | 7% | 1.2 | i | 32
Cc1ccccc1N(CC(=O)N/N=C/c1ccc(F)cc1)C(=O)c1ccccc1 | 17% | 1.3 | 84 | -0.2% | 5.3% | i | 1.2 | 9% | 9% | 1 | i | 47
O=C(CNC(=O)c1cccc(Cl)c1)N/N=C/c1cccnc1 | -2% | 0.1 | 55 | -2.4% | x | i | 0.1 | 8% | -2% | x | i | 42
COc1ccc(S(=O)(=O)NCC(c2ccc(C)cc2)N2CCN(C)CC2)cc1 (stereo not given) | 10% | -0.4 | 58 | 0.9%[50 µM] | -2.4% | i | 2.0 | 6% | 1% | x | i | 50
O=[N+]([O-])c1cc([N+](=O)[O-])c2nonc2c1Nc1ccc(O)cc1 | 7% | -0.5 | 58 | 1.2% | 1.7% | i | 0.2 | 32% | 57µM* | x | i | 53
O=C(Nc1cccnc1)Nc1ccccc1Cl | 12% | -0.8 | 60 | 0.2% | 6.7% | i | 0.8 | 4% | 10% | 1 | i | 9
CCOc1ccccc1NC(=O)CSC1=NN2CCCC(=O)N=C2S1 | 1% | 2.9 | 61 | 0.4% | 1.8% | i | 0.6 | 1% | 4% | x | i | 23
CCC(=O)N/N=C(\C)CC(=O)Nc1ccccc1-c1ccccc1 | 8% | -0.6 | 123 | 4.7% | 1.1% | i | 0.3 | 10% | 7% | 1.1 | i | 44
CN(C(=O)c1cccc(NC(=O)Cc2cccc([N+](=O)[O-])c2)c1)C1CCCCC1 | x | 0.4 | 66 | 2.0% | x | i | 3.0 | x | 5% | x | i | 56
COc1cc(OC)cc(N(C(=O)C2COc3ccccc3O2)C(C(=O)NC2CCCCC2)c2ccc(O)cc2)c1 (stereo not given) | -1% | 1.7 | 46 | 0.9% | 20% | i | 1.6 | 30% | 7% | 1.1 | i | 29
Cc1c(Cc2ccc3c(c2)OCO3)sc(NC(=O)C(C)(C)C)c1C#N | 1% | 6.4 | 54 | 3.2% | 2.4% | i | 4.0 | 6% | -5% | 1 | i | 17
CCCCN(CC)C(=O)c1n[nH]c(=O)c2ccccc12 | -9% | -0.1 | 66 | 1.9% | 0.7% | i | 11 | 3% | -2% | 1.1 | i | 59
CN(c1ccc(Cl)cc1)S(=O)(=O)c1nnc(NC(=O)C(C)(C)C)s1 | 1% | 1.7 | 101 | 1.1%[50 µM] | 6.6% | i | 0.4 | 2% | x | x | i | 35
COc1cc(OC)c(OC)cc1/C=C1\Oc2cc(OCC(=O)N3Cc4ccccc4C[C@H]3C(=O)O)ccc2C1=O | 7% | -1.5 | 99 | -6.5% | 1.4% | i | 1.5 | u | 14% | x | i | 42
COc1ccc(-n2nc(C(=O)NCC(=O)N3CCN(c4ccc(F)cc4)CC3)c3ccccc3c2=O)c(OC)c1 | 6% | 2.4 | 45 | 0.2% | 2.4% | i | 1.5 | 5% | 12% | x | i | 23
COc1ccc(N2CCN(C(CNC(=O)OCc3ccccc3)c3ccco3)CC2)cc1 (stereo not given) | 15% | 6.0 | 56 | 0.8%[50 µM] | 5.8% | i | 2.5 | 9% | 23% | 1 | i | 5
COc1ccc(N(CN2C(=O)C3CCCCC3C2=O)C(=O)c2ccco2)cc1 (stereo not given) | -12% | 2.3 | 51 | x | 2.8% | i | 0.4 | 18% | x | x | i | 31
Cc1ccccc1CSc1nc2[nH]ncc2c(=O)[nH]1 | -5% | 4.5 | 68 | -0.1% | 2.7% | i | 0.3 | 12% | 5% | 1.4 | i | 41
O=C(CCl)Nc1c(C(=O)Nc2ccc3c(c2)OCCO3)oc2ccccc12 | 2% | 6.6 | 38 | -0.1% | -1.9% | i | 2.5 | 20% | 13% | x | i | 9
COc1cc(OC)cc(C(=O)N2CCC(C(=O)c3ccc(F)cc3)CC2)c1 | -7% | 0.8 | 66 | 0.6% | 1.1% | i | 0.1 | 28% | 11% | x | i | 55
CCc1cc(=O)oc2cc(OCC(=O)N3CCC(C(=O)O)CC3)ccc12 | 5% | -2.7 | 86 | 3.3% | 1.9% | i | 2.7 | 2% | 3% | x | i | 32
COc1ccc(N2CCN(C(c3cc4ccc(C)cc4[nH]c3=O)c3nnnn3C3CCCC3)CC2)cc1 (stereo not given) | -2% | 0.2 | 79 | 0.8% | 0.2% | i | 0.6 | 9% | 9% | 1 | i | 20
O=Cc1nc(-c2ccccc2Cl)n2ccccc12 | -4% | 1.5 | 55 | 2.2% | 3.5% | i | 0.5 | 15% | 3% | 1.1 | i | 20
O=C(Cc1cccs1)NCc1cccc(CNC(=O)Cc2cccs2)c1 | -2% | -2.0 | 60 | 0.0% | 0.3% | i | 0.5 | 5% | 9% | 1 | i | 49
CCn1cc(C(=O)NC2CCCCCC2)c(=O)c2cc(S(=O)(=O)N3CCCCC3)ccc21 | x | 33 | 53 | -0.8% | 12% | i | 3.0 | x | 3% | x | i | 39
COc1ccc2cc(Br)ccc2c1CC(=O)NC(C)C | -3% | 0.1 | 43 | 1.6% | 1.9% | i | 0.1 | 3% | 6% | 1.1 | i | 33
Cc1ccccc1NC(=O)COC(=O)/C=C/c1cn(-c2ccccc2)nc1-c1cccnc1 | -8% | -1.3 | 56 | 2.3%[50 µM] | 1.8% | i | 0.4 | -2% | 7% | 1 | i | 58
COc1ccc(CCNC(=O)c2ccc(=O)[nH]n2)cc1OC | -2% | -0.6 | 50 | 2.2% | 1.3% | i | 0.7 | 0% | 4% | 1.1 | i | 53
Nc1ncnc(NNC(=O)CNC(=O)c2c(F)cccc2Cl)c1[N+](=O)[O-] | -2% | 0.3 | 56 | 0.3% | 1.2% | i | 0.3 | 10% | 8% | 0.8 | i | 49
OCCC1CN(Cc2ccn[nH]2)CCN1Cc1ccc(F)c(F)c1 (stereo not given) | 1% | 1.2 | 60 | 0.5% | 0.4% | i | 0.4 | 22% | -10% | 1 | i | 26
CC1CCCC(C)N1C(=O)COc1ccc(-c2nnco2)cc1 (stereo not given) | 5% | 1.1 | 58 | -0.2% | 1.4% | i | 0.7 | 1% | -2% | 1.1 | i | 38
Cc1c(CN2CCc3c([nH]c4ccccc34)C2CC(C)C)cnn1C (stereo not given) | 2% | 1.3 | 56 | -1.5%[50 µM] | 0.8% | i | 1.2 | 8% | 10% | 1 | i | 33
N#Cc1ccc(NC(=O)CCc2ccc(S(=O)(=O)N3CCOCC3)cc2)cc1 | 13% | 2.1 | 66 | -0.2% | -0.3% | i | 1.1 | 4% | 1% | 1.1 | i | 37

Assay outcomes as filed in PubChem BioAssay.
